M. tuberculosis HTS: M. tuberculosis growth inhibition, HTS (AID 449762). inhibition, % at 25 µM; hits with a dose series show IC50 in µM. M. tuberculosis H37Rv growth inhibition, 7H9 media; higher % means a stronger effect. 330,000 compounds, 0.59% hits; in the data active means a potency from the dose series; inconclusive means inhibition above about 70% without an active follow-up result;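 further: bacterial growth assessed after seven days of incubation; strong numbers were not always called active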
H1N1 NS1A inhibition: H1N1 influenza NS1A inhibitors, functional cell based assay (AID 504329) | 340,000 compounds, 0.3% hits | inhibition, % at 12.5 µM, or IC50 in µM where a hit was titrated | NS1A functional cell-based assay, percent inhibition; higher % means a stronger effect; in the data active means a potency from the dose series; inconclusive means inhibition above about 27% without an active follow-up result; further: strong numbers were not always called active
M. tuberculosis: growth inhibition of non-replicating M. tuberculosis (AID 488890) | 320,000 compounds, 0.39% hits | inhibition, % at 25 µM; hits with a dose series show IC50 in µM | Mycobacterium tuberculosis non-replicating, growth inhibition; higher % means a stronger effect; in the data active means a potency from the dose series; inconclusive means inhibition mostly from about 82% at the one dose, without a potency; inactive means the rest, 99 in 100 with inhibition below about 76%;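 further: plate controls were DMSO cells for no effect and high antibiotic wells for full effect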
PhoP GFP inhibition: PhoP regulon inhibitors, Salmonella typhi PhoP promoter GFP reporter, confirmatory (AID 1850). Salmonella Typhi PhoP-promoter GFP reporter, fluorescence, 4 h; higher % means a stronger effect. one-dose inhibition, % at 50 µM; IC50 in µM for titrated hits. 310,000 compounds, 0.33% hits; in the data active means a potency from the dose series; inconclusive means inhibition mostly from about 25% at the one dose, without a potency; inactive means the rest, 99 in 100 with inhibition below about 19%;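 further: 0% = induced wells with vehicle and 100% = uninduced wells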
VEEV TC-83 Vero: inhibitors of VEEV TC-83 cytopathic effect, confirmation, Vero cells (AID 588727) | 350,000 compounds, 0.13% hits | Vero cells, VEEV TC-83 cytopathic effect inhibition; higher % means a stronger effect | one-dose inhibition, % at 20 µM; IC50 in µM for titrated hits; in the data active means a potency from the dose series; inconclusive means inhibition mostly from about 14% at the one dose, without a potency; inactive means the rest, 99 in 100 with inhibition below about 12%; further: strong numbers were not always called active
VEEV TC-83 Vero 10K pilot screen: recorded beside VEEV TC-83 Vero, whose call it bears; inhibition, %; measured here: 10K pilot screen inhibition
Starred values were filed as active, the others as inactive; i = inactive; ? = inconclusive; · = not tested or not shown.

The first four compounds (preview)
SMILES	M. tuberculosis HTS	H1N1 NS1A inhibition	M. tuberculosis	PhoP GFP inhibition	VEEV TC-83 Vero	others
O=C(NCCN1CCc2ccccc2C1)Nc1ccc([N+](=O)[O-])cc1	0%	-6%	16%	12%	3.6%
COc1ccc(NC(=O)CSc2c3c(nc4cc(Cl)ccc24)CCCC3)cc1OC	0%	7%	31%	-8%	0.7%
O=C(NCC(c1ccco1)N1CCCCC1)c1ccc(COc2ccc(Cl)cc2)cc1 (stereo unspecified)	·	-3%	·	·	32%
O=C(NCc1ccco1)c1ccc2nc3sc4c(c3c(=O)n2c1)CCCC4	3%	·	48%	1%	·

The whole of this part, previewed entries included:
SMILES	M. tuberculosis HTS	H1N1 NS1A inhibition	M. tuberculosis	PhoP GFP inhibition	VEEV TC-83 Vero	others
O=C(NCCN1CCc2ccccc2C1)Nc1ccc([N+](=O)[O-])cc1	0%	-6%	16%	12%	3.6%
COc1ccc(NC(=O)CSc2c3c(nc4cc(Cl)ccc24)CCCC3)cc1OC	0%	7%	31%	-8%	0.7%
O=C(NCC(c1ccco1)N1CCCCC1)c1ccc(COc2ccc(Cl)cc2)cc1 (stereo unspecified)	·	-3%	·	·	32%
O=C(NCc1ccco1)c1ccc2nc3sc4c(c3c(=O)n2c1)CCCC4	3%	·	48%	1%	·
Cc1cccc(NC(=O)NNC(=O)c2c(Cl)c(C)nn2C)c1	0%	5%	-8%	-4%	i
COc1ccccc1CNC(=O)c1ccc(CS(=O)(=O)c2ccc(C)cc2)o1	-9%	-7%	15%	4%	2.6%
COc1ccc(OC)c(-c2csc(NC(=O)c3ccccc3F)n2)c1	8%	22%	-3%	-4%	i
O=C(O)CN1CCN(Cc2ccc(F)cc2Cl)C1=O	6%	1%	3%	-11%	0.9%
CN(C)c1nc(Nc2ccccc2)nc(N(C)C)n1	-3%	-8%	-6%	1%	1.0%
CC(=O)c1ccc(NC(=O)C(C)OC(=O)COc2ccc(C#N)cc2)cc1 (stereo unspecified)	-1%	-6%	5%	5%	0.9%
O=C(COC(=O)C1CC(=O)N(c2ccc3c(c2)OCCO3)C1)NC1CCCc2ccccc21 (stereo unspecified)	-1%	-18%	-10%	-5%	2.0%
O=C(N=C1SC2CS(=O)(=O)CC2N1Cc1ccccc1)C1CCCO1 (stereo unspecified)	-4%	2%	2%	-1%	3.1%
CCc1cccc(CC)c1NC(=S)NCC(c1cccnc1)N1CCOCC1 (stereo unspecified)	-6%	-4%	-10%	-3%	0.9%
Cc1cc(NC(=O)c2ccco2)ncc1NC(=O)CCc1ccccc1	11%	11%	19%	3%	7.4%
COc1ccccc1S(=O)(=O)Nc1cc(S(=O)(=O)N2CCCCC2)ccc1N1CCOCC1	-10%	4%	26%	9%	0.6%
Cc1ccc(C(=O)Nc2ccc(N3CCN(S(C)(=O)=O)CC3)cc2)cc1C	2%	·	-4%	9%	3.4%
CC1CCCC(N2CCN(C(=O)c3ccc([N+](=O)[O-])cc3)CC2)C1 (stereo unspecified)	4%	0%	-7%	4%	1.0%
CCOC(=O)C1(Cc2ccc(OC)cc2)CCN(C(=O)CCn2cccn2)CC1	-4%	-6%	-3%	-2%	i
O=C(c1ccccc1)c1ccc(NCCCn2ccnc2)c([N+](=O)[O-])c1	-2%	-2%	36%	-15%	i
O=C1OC(c2ccccc2)=NC12CC2c1ccc(Cl)cc1 (stereo unspecified)	17%	4%	?	-1%	0.9%
NC(=O)c1cc(S(=O)(=O)Nc2cccc(F)c2)co1	-13%	2%	-15%	25%	1.9%
O=C(Cc1ccc(Cl)cc1)NNC(=O)c1cnccn1	45%	-4%	70%	-2%	1.8%
OC(Cn1cncn1)(c1ccc(F)cc1)c1ccc(Cl)cc1 (stereo unspecified)	0%	1%	-11%	-18%	i
Cc1nn(CCC(=O)NNC(=S)Nc2ccc([N+](=O)[O-])cc2)c(C)c1[N+](=O)[O-]	9%	3%	15%	-2%	0.7%
CC(C)CCC1(CCc2ccncc2)C(=O)NC(=O)NC1=O	-6%	-1%	-21%	-3%	5.6%
SMILES	M. tuberculosis HTS	H1N1 NS1A inhibition	M. tuberculosis	PhoP GFP inhibition	VEEV TC-83 Vero	others
CC(=O)N1C(=O)N(C)C2C1N(C)C(=O)N2C(C)=O (stereo unspecified)	-2%	·	-18%	0%	·
O=C(NC1CN2CCC1CC2)c1cccc(Cl)c1 (stereo unspecified)	6%	-10%	-19%	2%	0.9%
CCc1ccccc1N(CC(=O)NCc1ccccc1)C(=O)CCC(=O)Nc1ccccn1	7%	14%	-4%	7%	2.5%
Oc1ccc(C=NN=Cc2ccco2)c(O)c1	·	4%	·	·	2.6%
O=C1[C@H]2[C@@H](/C=C/c3ccccc3)N3C(=O)CN(Cc4ccccn4)C(=O)[C@@]3(Cc3ccccc3)[C@H]2C(=O)N1c1ccccc1	-2%	0%	-3%	-3%	i
CCCC(=O)Nc1c(C(=O)OCC)[nH]c2ccccc12	0%	7%	·	-13%	1.4%
CN1CCN(c2ccc(Cl)cc2NC(=O)CCN2C(=O)c3ccccc3C2=O)CC1	0%	13%	52%	2%	0.8%
CCC1(c2ccc(F)cc2)NC(=O)N(CC(=O)N2CCN(S(=O)(=O)c3ccc(C)cc3C)CC2)C1=O (stereo unspecified)	·	-8%	·	·	4.2%
CCOc1ccccc1NC(=O)NC(C)c1ccncc1 (stereo unspecified)	5%	-8%	6%	-11%	0.3%
CCCCC(=O)NC(=S)Nc1cccc(NC(=O)c2ccco2)c1	0%	1%	68%	-3%	1.4%
O=C(CCc1ccccc1)N=C1SC2CS(=O)(=O)CC2N1c1ccccc1 (stereo unspecified)	1%	-1%	-10%	-1%	0.8%
Nc1n[nH]c(N)c1N=Nc1ccccc1	2%	-1%	0%	2%	1.3%
O=C(CSc1nnc(-c2ccccc2O)o1)N1CCc2ccccc2C1	?	-11%	56%	3%	5.7%
Cc1ccc(-n2nc(C)c3c(C)c(CCC(=O)NCC4CCCO4)c(=O)n(C)c32)cc1 (stereo unspecified)	4%	1%	7%	1%	1.3%
CC(=O)OC1N=C(c2ccccc2)c2cc(Br)ccc2NC1=O (stereo unspecified)	1%	-18%	-4%	1%	3.2%
CCN1C(=O)c2ccccc2S(=O)(=O)c2ccc(C(=O)NCC(OC)OC)cc21	-8%	-10%	-8%	5%	0.5%
Cc1ccc(NC(=O)c2ccco2)c(NC(=O)c2ccccc2)c1	-2%	-5%	-2%	-14%	3.4%
CCO[C@@H]1OC(C(=O)N2CCN(Cc3ccc4c(c3)OCO4)CC2)=C[C@H](c2cn(C(C)=O)c3ccccc23)[C@H]1CCCO	5%	-8%	33%	-1%	6.1%
c1ccc2c(NCC3CCCO3)nc(-c3ccncc3)nc2c1 (stereo unspecified)	4%	3%	20%	-5%	2.5%	VEEV TC-83 Vero 10K pilot screen=5.3
NC(=O)N1CCCC1C(=O)Nc1ccc(Cl)c(Cl)c1 (stereo unspecified)	6%	3%	-1%	-11%	0.7%
CCOC(=O)c1c(-c2ccc(-c3ccccc3)cc2)csc1NC(=O)c1cccc(N2C(=O)CCC2=O)c1	-3%	0%	-10%	-1%	4.9%
Cc1noc(C)c1CSc1nc2ccccc2nc1NS(=O)(=O)c1ccc(Cl)cc1	-5%	3%	45%	-5%	0.4%
CN(c1ccccc1)c1nc(N)c([N+](=O)[O-])c(Nc2ccc(F)cc2)n1	0%	-18%	12%	-9%	0.4%
Cc1n(-c2ccccc2)c2ccc(Cl)cc2[n+]1CCO	-4%	1%	1%	1%	0.5%
O=C(NCCO)c1cccc2c1-c1ccccc1C2=O	0%	3%	-20%	-6%	0.0%
SMILES	M. tuberculosis HTS	H1N1 NS1A inhibition	M. tuberculosis	PhoP GFP inhibition	VEEV TC-83 Vero	others
O=C(Nc1ccccc1C(=O)NC(Cc1ccc(O)cc1)C(=O)O)c1ccccc1 (stereo unspecified)	2%	-4%	-8%	1%	0.4%
CCCOc1ccc(N2C(=O)CC(N3CCCC(C(=O)N4CCCC4)C3)C2=O)cc1 (stereo unspecified)	1%	3%	i	-14%	1.2%
COc1ccc(NCc2nnc(SCC(=O)Nc3ccc(OC)cc3OC)o2)cc1	21%	7%	3%	-1%	1.9%
O=C1C=C(c2ccc3[nH]ccc3c2)CCC1	0%	2%	-15%	-8%	0.2%
COc1ccc(C2C(C#N)=C(N)Oc3c2oc(CO)cc3=O)cc1 (stereo unspecified)	-2%	-1%	2%	7%	0.9%
O=C1C=C(c2ccc3c(c2)oc2ccccc23)C[C@@H](c2ccc(Cl)cc2)C1	-5%	-2%	-8%	·	0.6%
O=C1CC(c2ccc(F)cc2)CC2=C1C=Nc1ccccc1N2 (stereo unspecified)	5%	-6%	23%	7%	6.1%
COCCN(C(=O)COC(=O)CCc1ccccc1)c1c(N)n(Cc2ccccc2)c(=O)[nH]c1=O	·	-2%	·	·	1.4%
COc1ccccc1[C@@H]1C(c2cccc(Cl)c2)=NN(c2ccccc2)[C@H]1C(=O)N1CCOC1=O	1%	4%	10%	-1%	3.5%
COc1cccc(/C=N/NC(=O)c2c(C)nc3ccc(Br)cn23)c1O	4%	-3%	-47%	-4%	9.2%
Cc1cc(C)n2c(SCC(=O)NCc3ccc4c(c3)OCO4)nnc2n1	3%	16%	8%	6%	4.0%
CCn1c(SCc2nc3scc(-c4ccccc4)c3c(=O)[nH]2)nnc1-c1ccc(Cl)cc1	8%	3%	7%	12%	1.5%
COc1ccc(C(=O)NCc2ccccc2CN2CCCC2)cc1S(=O)(=O)Nc1ccc(C)cc1	-2%	-1%	29%	·	1.8%
Cc1ccccc1C(=O)Nc1cccc(-c2cn3ccccc3n2)c1	36%	·	-2%	4%	0.9%
COC(=O)CSc1ncnc2c1sc1nc3c(cc12)COC(C)(C)C3	3.7µM*	-1%	?	2%	0.9%
COCCN(Cc1cc2ccc(C)cc2n2nnnc12)Cc1nnnn1C(C)(C)C	2%	0%	27%	-10%	5.6%
Cc1noc(C)c1CSCC(=O)Nc1cc(S(=O)(=O)N2CCOCC2)ccc1OCC(F)(F)F	-9%	-2%	-8%	3%	6.5%
CC1(C)CC2CC(C)(CN2C(=O)C23CCC(C)(C(=O)O2)C3(C)C)C1 (stereo unspecified)	5%	-1%	17%	-2%	i
CN(C)c1nc(OCCNC(=O)COc2ccc(Cl)cc2Cl)nc(N2CCOCC2)n1	9%	-9%	7%	3%	i
COC/C=C/C1=CC(=O)C[C@H](c2ccc3c(c2)OCO3)C1	6%	2%	5%	·	1.0%
COC(=O)CCC(=O)OC1(C)C(=O)C2=CN(CCN3CCOCC3)C(c3ccc(OC)cc3)=CC2=C(Br)C1=O (stereo unspecified)	0%	·	40%	-5%	·
OC1(CN2CCOCC2)C2CC3CC(C2)CC1C3 (stereo unspecified)	0%	0%	-18%	-2%	i
O=C(NCCN1CCOCC1)c1ccc2c(c1)N(Cc1ccc(F)cc1)C(=O)CS2	-10%	-2%	·	-16%	0.3%
CCOC(=O)N1CCN(C(=O)c2cn(CC)c3ccc(S(=O)(=O)N(C)C4CCCCC4)cc3c2=O)CC1	5%	17%	2%	-7%	i
O=C(OC(C(=O)Nc1cc(Cl)cc(Cl)c1)c1ccccc1)C1=COCCO1 (stereo unspecified)	69%	-6%	1%	-3%	0.1%
SMILES	M. tuberculosis HTS	H1N1 NS1A inhibition	M. tuberculosis	PhoP GFP inhibition	VEEV TC-83 Vero	others
O=C(O)c1ccc(N/N=C/c2ccncc2)cc1	7%	-2%	-14%	10%	0.6%
CC(C)(C)NC(=O)CN(C(=O)c1snc(C(=O)NC2CCCCC2)c1N)c1ccccc1F	7%	-16%	17%	2%	2.4%
NC(=O)COc1ccccc1	8%	2%	-8%	-5%	i
C[C@@H]1C(=O)O[C@H]2CC34[C@H]5C[C@@H](C(C)(C)C)[C@]36[C@@H](OC(=O)[C@@H]6O)O[C@@]4(C(=O)O5)[C@]21O (stereo partly specified)	-1%	1%	-16%	-13%	0.5%
C/C(=N\NC(=O)c1cc(O)ccc1O)c1cccc(NC(=O)c2cccc(Cl)c2)c1	-3%	-10%	-7%	-6%	9.5%
Nc1nc(SCC(=O)Nc2ccc([N+](=O)[O-])cc2)n[nH]1	0%	0%	-15%	-2%	0.3%

Among those listed so far, these contain a thiophene ring, fused or not.
SMILES	M. tuberculosis HTS	H1N1 NS1A inhibition	M. tuberculosis	PhoP GFP inhibition	VEEV TC-83 Vero	others
O=C(NCc1ccco1)c1ccc2nc3sc4c(c3c(=O)n2c1)CCCC4	3%	·	48%	1%	·
CCOC(=O)c1c(-c2ccc(-c3ccccc3)cc2)csc1NC(=O)c1cccc(N2C(=O)CCC2=O)c1	-3%	0%	-10%	-1%	4.9%
CCn1c(SCc2nc3scc(-c4ccccc4)c3c(=O)[nH]2)nnc1-c1ccc(Cl)cc1	8%	3%	7%	12%	1.5%
COC(=O)CSc1ncnc2c1sc1nc3c(cc12)COC(C)(C)C3	3.7µM*	-1%	?	2%	0.9%
